# Source: PubChem
# APOBEC3A inh = APOBEC3A ssDNA deaminase inhibitors, primary screen, selectivity assay for APOBEC3G inhibitor project, biochemical, FAM/TAMRA oligo cleavage fluorescence; inhibition, % at 20 µM; hit rate 0.41% among 330,000; AID 493011, 2011; recombinant A3A, FAM/TAMRA ssDNA deamination fluorescence;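 active = at least 40% inhibition at 20 µM here, with at most 30% in a related deaminase screen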;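 note: plate controls were A3A with DMSO for no effect and wells lacking A3A enzyme for full effect; some results filed as inactive read as strong as hits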
# Target sequence (P31941 whole entry, looked up): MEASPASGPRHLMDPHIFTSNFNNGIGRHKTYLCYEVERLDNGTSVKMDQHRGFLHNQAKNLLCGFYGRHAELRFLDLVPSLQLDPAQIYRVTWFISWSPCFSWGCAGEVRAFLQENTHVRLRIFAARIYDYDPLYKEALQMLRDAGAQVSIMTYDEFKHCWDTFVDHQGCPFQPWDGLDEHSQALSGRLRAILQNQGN
# EBI2 antag = EBI2 receptor antagonists, beta-arrestin recruitment, primary screen, cell-based, luminescence, 7a,25-OHC stimulation, uHTS. 7a,25-OHC stimulated. inhibition, % at 5 µM. hit rate 0.81% among 360,000. AID 651636, 2012; in the data active = inhibition above about 38%;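 note: enzyme fragment complementation signal reports receptor beta-arrestin coupling in cells; 0% = agonist plus DMSO wells and 100% = wells without agonist; some results beyond the cut were filed as inactive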
# APOBEC3G inh = APOBEC3G DNA deaminase inhibitors, primary screen, biochemical, fluorescence, single-stranded DNA substrate, uHTS. DNA dC->dU-editing enzyme APOBEC-3G (Homo sapiens), Q9HC16. recombinant A3G, ssDNA deamination FAM/TAMRA fluorescence. inhibition, % at 20 µM. hit rate 0.28% among 330,000. AID 493012, 2011;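 active = inhibition of at least 40% at 20 µM, with no more than 30% in the related APOBEC3A deaminase screen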;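 note: plate controls were DMSO wells with A3G for no effect and wells lacking A3G enzyme for full effect; some compounds called inactive have numbers as strong as hits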
# MPTP inh = mitochondrial permeability transition pore inhibitors, primary screen, biochemical, isolated mouse mitochondria, absorbance | Ca2+ swelling absorbance, 30 min | inhibition, % at 10 µM | hit rate 1.4% among 360,000;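 active = inhibition of 50% or more, scaled per plate between neutral and stimulator controls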;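 note: 0% = DMSO wells given calcium and 100% = 1 mM EGTA wells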
# Gli-Sufu block = Gli-Sufu pathway antagonists, primary screen, luciferase luminescence, Sufu-KO-LIGHT cells, uHTS | Sufu-KO-LIGHT fibroblasts, Gli luciferase reporter luminescence | inhibition, % at 5 µM | hit rate 0.74% among 340,000 | AID 588413, 2011;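 active = inhibition above about 55%, limit read from the data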;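 note: 0% = DMSO-treated cells and 100% = wells with medium but no cells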
# CXCR6 inh = CXCR6 receptor inhibitors, primary screen, cell-based, beta-arrestin, luminescence, CHO-K1 PathHunter, 1536-well | C-X-C chemokine receptor type 6 (Homo sapiens), O00574 | inhibition, % at 20 µM | hit rate 0.36% among 360,000 | AID 602244, 2012; in the data active = inhibition above about 34%, passing the limit was not always enough;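 note: antagonist mode with CXCL16 agonist at 10 nM final; 0% = 10 nM CXCL16 with DMSO and 100% = unstimulated wells without agonist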
# Target sequence (O00574 whole entry, looked up): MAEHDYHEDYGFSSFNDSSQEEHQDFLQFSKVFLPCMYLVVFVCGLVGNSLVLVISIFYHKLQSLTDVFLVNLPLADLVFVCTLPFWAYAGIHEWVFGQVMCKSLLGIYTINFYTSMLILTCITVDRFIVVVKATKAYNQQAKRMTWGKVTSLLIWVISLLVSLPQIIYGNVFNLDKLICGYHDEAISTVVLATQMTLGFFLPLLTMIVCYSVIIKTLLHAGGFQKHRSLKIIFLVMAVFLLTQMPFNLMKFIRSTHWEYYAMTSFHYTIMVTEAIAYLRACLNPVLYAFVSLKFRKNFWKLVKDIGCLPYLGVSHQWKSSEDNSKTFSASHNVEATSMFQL
# GRIN3A LBD mod = binders of NR3A ligand-binding domain, primary screen, biophysical, differential scanning fluorimetry, uHTS. Glutamate receptor ionotropic, NMDA 3A (GRIN3A) ligand-binding domain. NR3A LBD differential scanning fluorimetry, Tm shift; 0% = protein alone, 100% = glycine-bound protein. Tm shift relative to glycine control, % at 25 µM. hit rate 2.5% among 340,000. AID 1259313, 2017;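 active = melting temperature shift of at least 10% of the positive control shift, at one fixed dose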
# CCR6 antagonist = CCR6 receptor antagonists, primary screen, cell-based, CHO-K1, luminescence, beta-arrestin, uHTS; CHO-K1 CCR6 PathHunter beta-arrestin, CCL20-stimulated; C-C chemokine receptor type 6 (Homo sapiens), P51684; inhibition, % at 20 µM; hit rate 0.49% among 340,000; AID 493098, 2011;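 active = compounds whose inhibition of the agonist-driven luminescence signal at 20 µM reaches about 50%, limit read from the data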;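 note: cells stimulated with CCL20 at 14 nM final; plate controls were DMSO with CCL20 for no effect and DMSO without agonist for full effect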
# Target sequence (P51684 whole entry, looked up): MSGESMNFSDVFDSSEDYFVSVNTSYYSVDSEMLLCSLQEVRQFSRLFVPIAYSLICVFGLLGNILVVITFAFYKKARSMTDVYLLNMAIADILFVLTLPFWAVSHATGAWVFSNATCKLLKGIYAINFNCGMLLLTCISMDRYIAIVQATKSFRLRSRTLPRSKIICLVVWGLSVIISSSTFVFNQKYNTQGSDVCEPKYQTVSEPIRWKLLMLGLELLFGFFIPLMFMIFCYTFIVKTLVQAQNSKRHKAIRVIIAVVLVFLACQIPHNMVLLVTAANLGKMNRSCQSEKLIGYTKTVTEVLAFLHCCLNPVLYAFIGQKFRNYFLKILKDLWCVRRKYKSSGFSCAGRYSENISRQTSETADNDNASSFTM
# * marks the source's active call; other numbers are inactive results; . = no result given. No enrichment for hits. Share with any hit: about 5.8%.
SMILES,APOBEC3A inh,EBI2 antag,APOBEC3G inh,MPTP inh,Gli-Sufu block,CXCR6 inh,GRIN3A LBD mod,CCR6 antagonist
O=C(NCCc1cccs1)C1CC(c2ccc([N+](=O)[O-])cc2)=NO1 (centres undefined),5,1,-5,-0.2,-66,-19,-1,-1
O=C(NC1CC1)c1cc2cc3ccccc3nc2s1,-1,0,-5,0.3,-49,-4,-11,-6
O=C(N/N=C/c1ccc(O)cc1)c1[nH]c2ccc(Br)cc2c1-c1ccccc1,0,-4,-5,2.5,63*,-6,29*,7
CC(=O)Nc1ccc(NC(=O)CSc2ccc(-c3cccnc3)nn2)cc1,-2,-16,-4,-0.4,4,-22,-5,-23
CN(C)c1cc(-c2ccc([N+](=O)[O-])cc2)oc(=O)c1Cl,-1,-9,-8,2.2,-3,-1,3,-21
CCOC(=O)N1CCN(C(=O)c2ccc(NC(C)=O)cc2)CC1,-1,-6,-5,0.1,-1,-4,3,9
O=C(CSc1nc(NS(=O)(=O)c2ccccc2)cc(=O)[nH]1)Nc1ccc(Cl)cc1,.,2,.,2.4,-21,-7,-20,13
Cc1noc(C)c1S(=O)(=O)Nc1ccc2c(c1)C(=O)N([C@H](C)CO)C[C@H](C)[C@@H](CN(C)C(=O)NC1CCCCC1)O2,-1,1,-7,0.5,-9,-16,2,5
CC[C@]12c3[nH]c4cc(CCC(=O)N(C)C)ccc4c3CCN1C(=O)[C@@H](CC(=O)NCCCN(C)C)C[C@@H]2C(=O)N1CCN(C(=O)c2ccco2)CC1,4,-4,0,-0.1,-11,-7,0,16
O=C(NNC(=O)C1CCN(Cc2ccc(F)cc2Cl)CC1)Nc1ccc([N+](=O)[O-])cc1,-1,1,-9,4.2,24,12,-1,12
O=C(c1cnn(C(=O)c2ccco2)c1)c1cc(Cl)cc(Cl)c1O,-4,-13,-5,-0.6,-10,-5,-1,11
Cn1c(N)c(C(=O)COC(=O)/C=C/c2ccc(Cl)cc2)c(=O)n(C)c1=O,4,-2,1,-1.2,12,-8,-3,0
O=C1CCC/C(=N\NC(=O)c2ccc(CSc3cccc4cccnc34)cc2)C1,-4,-8,-3,-2.6,-3,2,1,9
COc1ccc(CCNC(=S)NC(=O)c2ccccc2)cc1C,-2,-4,-4,2.0,-4,5,-34,8
CCCCN(C(=O)c1cccc(S(=O)(=O)N(CC)c2ccccc2)c1)c1c(N)n(CCCC)c(=O)[nH]c1=O,.,-12,.,-0.9,-7,8,0,5
O=C(CSCCO)Nc1cccc(C(F)(F)F)c1,-1,-3,-3,-0.3,5,-11,1,8
C/C(=N\NC(=S)NC1CCCCC1)c1ccc(O)cc1,-7,-4,-4,-0.2,.,0,-11,0
N#Cc1ccccc1NC(=O)CC1CCCCC1,3,4,-4,-0.5,0,-1,-3,10
CCN1CCN(C(c2cc3cc4c(cc3[nH]c2=O)OCO4)c2nnnn2C(C)(C)CC)CC1 (centres undefined),1,-1,-3,-1.3,11,-5,1,-20
CCCNC(=O)C(CC)NC(=O)c1ccc(C#N)cc1 (centres undefined),2,-6,-2,0.2,-2,-6,-1,2
CC(=O)CC1(O)C(=O)N(Cc2ccccc2)c2ccccc21 (centres undefined),-3,-4,-4,-1.2,4,0,-2,11
CCOC(=O)c1ccc(CNCc2ccc(Br)cc2)cc1,1,-2,-3,0.0,-35,0,-5,6
O=C(O)c1ccc(/C=N/NC(=O)c2ccc(CN3c4cccc5cccc(c45)S3(=O)=O)cc2)cc1,6,6,2,5.7,6,-5,-10,15
Cc1ccc(Cn2ccc(NC(=O)c3cc(-c4ccc(F)cc4)on3)n2)cc1,3,3,3,1.0,0,1,-1,0
Cc1c(C)[n+](=O)c2c(n1[O-])CCC2,5,4,7,-0.3,-4,-5,-1,-6
CCCNC(=O)C(Cc1ccc(C(F)(F)F)cc1)NC(=O)c1ccc2ccccc2n1 (centres undefined),-1,-12,-10,0.2,16,15,-15,12
COc1ccccc1/C=C/C=N/n1c(C)nnc1C,2,-1,-4,0.4,-4,-8,1,7
CN1C(=O)CCC1(O)c1ccccc1 (centres undefined),1,-28,1,-1.4,8,-1,-1,10
CC(=O)c1ccc(S(=O)(=O)NCC(=O)Nc2nc3ccccc3[nH]2)cc1,-2,-2,1,-0.5,-7,0,-2,-8
CCN1CCN(C(=O)c2cc3c(OC)c(OC)c(OC)cc3[nH]2)CC1,2,4,-6,-0.4,1,9,0,-7
C/C(=N\NC(=O)c1ccc(Cl)cc1)c1cccnc1,0,-1,-4,-0.1,-10,0,2,10
C/C(=N/OC(=O)CC(C)C)c1cc(-c2ccc(Cl)cc2)no1,-2,14,-15,-2.8,-74,-7,-1,4
Oc1cccc(Nc2nc(N3CCOCC3)nc(N3CCOCC3)n2)c1,-4,-4,-6,1.5,20,-7,0,-8
COc1ccc2c(CC(=O)N[C@@H](Cc3ccccc3)C(=O)O)cc(=O)oc2c1,-3,2,-9,0.6,2,2,4,6
C/C(=N\NC(=O)c1nc2ccccn2c1C)c1cccc([N+](=O)[O-])c1,-1,4,-3,-1.4,-18,-6,0,7
C=C1N(c2ccc(Cl)cc2)C(=O)OC1(C)C,-2,-8,-4,-0.7,1,-2,2,1
COc1ccc(C(=S)N2CCN(C)CC2)cc1,0,-1,5,-2.6,4,-6,3,-3
Cc1ccc(NC(=O)CSc2nnc(CNC(=O)c3ccco3)o2)cc1Cl,-2,-7,-5,1.2,7,-5,2,16
O=[N+]([O-])c1cccc(C=NNc2ccc3ccccc3n2)c1O,.,-8,.,2.9,55,37*,8,60*
COCCCN1CC23C=CC(O2)C(C(=O)OC)C3C1=O (centres undefined),3,-1,-4,-0.8,4,0,0,17

# In the list so far, 2 contain a cyano group.
SMILES,APOBEC3A inh,EBI2 antag,APOBEC3G inh,MPTP inh,Gli-Sufu block,CXCR6 inh,GRIN3A LBD mod,CCR6 antagonist
N#Cc1ccccc1NC(=O)CC1CCCCC1,3,4,-4,-0.5,0,-1,-3,10
CCCNC(=O)C(CC)NC(=O)c1ccc(C#N)cc1 (centres undefined),2,-6,-2,0.2,-2,-6,-1,2

# More results:
SMILES,APOBEC3A inh,EBI2 antag,APOBEC3G inh,MPTP inh,Gli-Sufu block,CXCR6 inh,GRIN3A LBD mod,CCR6 antagonist
COc1cc(C2=CCN(C(C)=O)CC2)ccc1OC(C)=O,-3,0,-5,-1.5,-9,6,-3,6
COc1ccc(CCC(=O)Nc2cc(S(C)(=O)=O)ccc2Cl)cc1,-2,2,-5,2.3,.,-4,.,.
O=C1CSC(c2cn(-c3ccccc3)nc2-c2cc3ccccc3oc2=O)N1Cc1ccccc1 (centres undefined),-4,24,-8,0.6,-9,9,-2,15
COc1ccc2c(c1)C=C([C@@H]1C[C@H]3CN(c4ccccc4)C(=O)[C@]34CCCN14)CO2,0,6,-6,-1.7,18,-2,-1,11
O=C(COC(=O)C1CCCCC1)Nc1ccc([N+](=O)[O-])cc1,1,-9,-6,-0.7,0,-2,-5,9
CCN1CCN(C(=O)CN(CC)S(=O)(=O)c2ccc3ccccc3c2)CC1,-6,-7,-9,-0.5,9,-7,2,8
COc1ccccc1OCC(=O)Nc1ccc(S(=O)(=O)NC(C)=O)cc1,-1,7,3,-1.0,3,4,1,1
C=CCn1c2ccccc2c2nnc(SCC(N)=O)nc21,-6,5,-9,-1.6,10,8,-1,5
CSCCCNC(=S)N(C)CC(=O)Nc1ccc(C)cc1,-4,1,-5,-4.0,27,4,0,-4
c1ccc(-c2nc(NCc3cccnc3)c3oc4ccccc4c3n2)cc1,1,31,-6,1.3,2,-5,-11,26
COc1ccc(NC(=O)COC(=O)COc2cccc(Br)c2)cc1OC,4,-8,-5,-1.0,6,-2,-1,-17
CCOc1c(Cl)cc(CNc2ccc(S(N)(=O)=O)cc2)cc1OC,1,-4,0,5.2,2,0,6,-1
COc1ccc(C(=O)Nc2ccc(Cl)cc2C(=O)N2CCOCC2)cc1,1,-11,-3,-1.6,1,-7,2,4
Cc1ccc(CCNC(=O)Cn2ccc3cc(S(=O)(=O)N4CCCC4)ccc32)cc1,-6,3,-7,-1.9,-9,-10,0,16
CCNC(=O)CN(c1ccc(Cl)cc1)S(=O)(=O)c1ccccc1,3,-6,1,1.3,-2,7,0,8
CCC(C)NCC(=O)Nc1sc2c(c1C(N)=O)CCC2 (centres undefined),1,0,1,-0.4,-8,-4,-1,8
Cc1ccccc1Cn1c(C(C)O)nc2ccccc21 (centres undefined),0,-9,-6,0.2,5,-4,-1,-9
Cn1c(C2CCCCC2)nc2c1c(=O)[nH]c(=O)n2Cc1ccccc1,-2,-7,-7,0.2,1,2,0,7
CCc1ccc2[nH]c(C(=O)Nc3ccc(Br)c(C)n3)cc2c1,-2,-4,-9,-0.5,-85,-5,2,3
COc1ccc(Cl)cc1NC(=O)CCNC(=O)Cn1ccc2ccccc2c1=O,-7,2,-8,-0.8,-20,-20,0,-6
CCOC(=O)c1c(-c2ccccc2)oc2ccc(OCC(=O)NNC(=O)CCC(=O)O)cc12,5,5,5,1.9,-2,-8,-1,13
CC1=NN(c2ccccc2C(=O)O)C(=O)C1N=Nc1ccccc1 (centres undefined),-4,-31,-4,-0.4,-16,20,1,10
Cc1nc(NC(=S)NC(=O)COc2ccccc2Cl)ccc1Br,-3,-7,-6,0.1,-3,-8,6,12
COc1ccc(N(CC(=O)Nc2cccc3ccccc23)S(C)(=O)=O)c(OC)c1,-6,-2,-5,1.4,32,-8,-1,8
CCCCCCN1C=CC(=C/C=C(\C#N)C(=O)OCC)C=C1,-37,6,-93,0.8,-18,8,-1,15
O=C(O)/C=C/C(=O)N1CCN(c2cccc(Cl)c2)CC1,-3,-4,-6,-2.7,-11,3,0,12
CN1CCc2cc(Cl)c(O)cc2[C@@H](c2ccccc2)C1,4,.,-4,-4.9,-4,-1,2,6
CCOC(=O)c1[nH]c(C)c(C(=O)OCC(=O)N(Cc2ccccc2)C(C)C)c1C,-5,15,-9,-1.1,4,-9,0,15
COc1ccccc1NC(=O)C(C)Sc1nc(-c2ccccc2)cn1N (centres undefined),-6,6,-8,-2.4,7,2,-2,7
O=C(NN=Cc1c(O)ccc2ccccc12)c1ccc2c(c1)OCO2,-7,0,-20,21,29,-3,7,6
O=C(COc1ccc2ccc(=O)oc2c1)OCc1ccccc1,-1,-3,-2,1.7,2,1,0,-14
C=CCOC(=O)C1=C(C)NC(SCC(=O)N(CC)CC)=C(C#N)C1c1ccccc1 (centres undefined),6,12,2,-0.8,3,8,3,20
COCC(C)Nc1ncnc2c1cnn2-c1ccc(Cl)cc1 (centres undefined),-3,-8,-4,4.2,-67,-9,-2,1
O=C(CCC(=O)c1ccc(Oc2ccccc2)cc1)Nc1ccc(Cl)cc1Cl,1,11,-5,3.4,8,0,-4,9
COc1ccccc1NC(=O)CNC(=O)c1ccc(F)cc1,-5,-8,-8,-0.7,3,-3,0,-1
CCn1ncc(C2=NOC(C(=O)Nc3c(C)n(C)n(-c4ccccc4)c3=O)C2)c1C (centres undefined),2,5,1,-0.1,3,5,-1,2
CCOc1ccc(C2/C(=C(/O)c3ccc(F)cc3)C(=O)C(=O)N2CCCN(C)C)cc1 (centres undefined),-3,-2,9,-4.2,3,2,1,9
O=C(CSc1nnc(Cc2ccccc2)o1)NCc1ccc2c(c1)OCO2,-1,-6,-3,-1.5,4,-2,0,3
